Kir21 inh = blocks the mouse Kir2.1 inward-rectifier potassium channel; P35561; HEK293-Kir2.1, FluxOR thallium flux fluorescence; hits give low values; B-score at 10 µM; actives 0.85% (n = 310,000); AID 1672;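 active = fluorescence ratio B-score at or below minus 3 SD of library scores, with starting-brightness B-score within 2 SD, cut at about -4.2 in these data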;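 note: channel flux triggered by added potassium and thallium sulfate stimulus; B-score of peak minus minimum fluorescence over baseline after thallium stimulus; more negative B-score means stronger Kir2.1 block with less thallium influx; some compounds called inactive have numbers as strong as hits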
Target sequence (P35561 whole entry, looked up): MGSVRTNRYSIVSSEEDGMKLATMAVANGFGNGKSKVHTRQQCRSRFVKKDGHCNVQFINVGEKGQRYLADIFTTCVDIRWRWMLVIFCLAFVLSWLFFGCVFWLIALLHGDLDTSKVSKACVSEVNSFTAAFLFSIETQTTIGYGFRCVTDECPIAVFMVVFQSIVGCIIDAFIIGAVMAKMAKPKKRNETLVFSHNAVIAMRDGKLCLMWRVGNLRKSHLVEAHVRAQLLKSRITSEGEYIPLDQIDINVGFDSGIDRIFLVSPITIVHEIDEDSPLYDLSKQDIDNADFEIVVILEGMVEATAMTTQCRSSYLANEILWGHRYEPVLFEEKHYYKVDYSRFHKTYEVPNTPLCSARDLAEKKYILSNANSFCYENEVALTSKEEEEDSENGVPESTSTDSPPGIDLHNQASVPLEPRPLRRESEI
KCNQ2 block = KCNQ2 channel blockers in CHO-K1 cells – cell-based, FluxOR thallium flux, B-score, primary screen (AID 2156); 20 min; hits give low values; B-score at 10 µM; actives 1.1% (n = 310,000);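 active = fluorescence ratio B-score at most minus 3 library SDs, with starting brightness B-score within 2 library SDs, cut at about -5.5 in these data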
Active calls of the source: *; i = inactive.

Structure,Kir21 inh,KCNQ2 block
Cc1ccccc1C(=O)N/N=C/c1ccc(Sc2ccccn2)o1,-0.11,i
C=C(C)Cn1c(CCNC(=O)C(C)(C)C)nc2ccccc21,1.58,i
CCOc1ccc(N(CC(=O)NCCc2ccc(F)cc2)S(=O)(=O)c2ccccc2)cc1,1.22,i
COc1ccc(C)cc1NC(=O)c1ccc(CN2CCN(c3ccccc3)CC2)cc1,0.95,i
CCCc1cc(=O)oc2c(CN3CCCC3)c(O)ccc12,-0.82,i
O=C1CCCC2=C1C1(CCCCC1)N=C(Nc1nc3ccccc3o1)N2,-0.31,i
COc1ccc(CCNc2ncnc3sc(C)cc23)cc1OC,-6.23*,i
Cc1ccc(CNC(=O)CCCc2ccccc2)cc1,0.56,i
O=C(CCNS(=O)(=O)c1ccc(Cl)cc1)N1CCN(Cc2ccccc2)CC1,-1.51,i
Cc1ccc(S(=O)(=O)N2CCC(C(=O)N/N=C/c3ccccc3[N+](=O)[O-])CC2)cc1,0.16,i
O=C(Nc1c2c(nn1-c1ccccc1)CS(=O)C2)c1ccc(Br)o1 (stereo unspecified),0.05,i
CC1CCCC(NC(=O)COC(=O)c2ccc(N(C)C)cc2)C1C (stereo unspecified),0.66,i
CC(=O)Nc1ccc(CN2CCc3c([nH]c4ccccc34)C2C(C)(C)C)cc1 (stereo unspecified),1.13,i
COC(=O)c1c(C)[nH]c(C)c1-c1ccc([N+](=O)[O-])cc1,1.15,i
O=C(O)[C@@H]1CCCN1C(=O)c1ccccc1N1C(=O)[C@@H]2Cc3c([nH]c4ccccc34)C(c3cccc(Cl)c3)N2C1=O (stereo partly specified),0.41,i
Cn1nc(C(C)(C)C)c(NC(=O)c2sccc2Cl)c1C(C)(C)C,0.62,i
NC(=O)CC(NC(=O)c1ccc(Cl)cc1)C(=O)NCCc1ccc(S(N)(=O)=O)cc1 (stereo unspecified),0.5,i
COCCn1c(N)c(N(Cc2ccccc2)C(=O)c2oc3ccccc3c2C)c(=O)[nH]c1=O,-0.01,i
O=S(=O)(Nc1ccncc1)c1ccccc1,-0.24,i
Oc1ccc(Br)cc1/C=N/n1c(COc2ccccc2)n[nH]c1=S,-0.98,i
CCN(c1cccc(C)c1)S(=O)(=O)c1c(C)[nH]c(C)c1C(=O)N1CCCCC1,2.02,i
CCCC(=O)NC(=S)Nc1ccc(N2CCN(C(=O)c3cccs3)CC2)cc1,0.72,i
CC1=C(C(N)=O)S(=O)(=O)c2ccccc21,-1.11,i
COC(=O)Cc1c(C)nc2nc(-c3ccccc3)[nH]n2c1=O,1.99,i
CC(=O)NCCCc1c[nH]c2ccc(Cl)cc12,1.16,i
O=C(Nc1ccc(Cl)cc1C(=O)Nc1ccc(Br)cn1)c1ccco1,0.51,i
COc1ccc(OC(C)C(=O)N(C)Cc2nc(-c3ccccc3)no2)cc1 (stereo unspecified),-0.43,i
COc1ccc(-n2ccnc2SCC(=O)Nc2cc(C)on2)cc1,-1.94,i
Cc1nc(NC(=O)CSc2nnc(Cn3nnc4ccccc43)n2C)sc1C,-0.6,i
Cc1ccc(OCC(=O)Nc2ccc([N+](=O)[O-])cn2)cc1C,-1.14,i

Retrieved by compound from the entries so far:
Structure,Kir21 inh,KCNQ2 block
Cc1ccc(OCC(=O)Nc2ccc([N+](=O)[O-])cn2)cc1C,-1.14,i
COC(=O)Cc1c(C)nc2nc(-c3ccccc3)[nH]n2c1=O,1.99,i
NC(=O)CC(NC(=O)c1ccc(Cl)cc1)C(=O)NCCc1ccc(S(N)(=O)=O)cc1 (stereo unspecified),0.5,i

Rewritten with values ahead of the structure: entries from further up.
Kir21 inh	KCNQ2 block	mol
0.66	i	CC1CCCC(NC(=O)COC(=O)c2ccc(N(C)C)cc2)C1C (stereo unspecified)
1.13	i	CC(=O)Nc1ccc(CN2CCc3c([nH]c4ccccc34)C2C(C)(C)C)cc1 (stereo unspecified)

The listing continues:
Structure,Kir21 inh,KCNQ2 block
CCn1c(CNc2ccc(OC)cc2)nnc1SCC(=O)N1CCCc2ccccc21,1.01,i
O=C(NCC1CCCO1)C(=O)NCC(c1ccco1)N1CCN(c2ccccc2F)CC1 (stereo unspecified),-0.15,i
O=C1c2ccccc2S(=O)(=O)c2cc(C(=O)N3CCN(c4ncccn4)CC3)ccc21,-0.62,i
CCC[C@@H]1CCCO[C@@](C(=O)NCc2ccc(S(C)(=O)=O)cc2)(C(F)(F)F)C1,0.06,i
O=C(COc1ccc2c3c(c(=O)oc2c1)CCCC3)NCCN1CCOCC1,-0.01,i
CCn1c(C)[n+](CC)c2ccc(C(=O)N(C)c3ccccc3)cc21,1.22,i
OCCC1CN(Cc2cc(F)ccc2F)CCN1CCCc1ccccc1 (stereo unspecified),-0.23,i
CC1(c2ccc(Cl)cc2)NC(=O)N(CC(=O)Nc2ccc(N3CCCCC3)cc2)C1=O (stereo unspecified),-0.03,i
O=C(Cc1c(F)cccc1Cl)c1ccc(O)cc1O,-0.09,i
COc1ccc2c(c1)C(NC(C)=O)C(=O)N2CCc1ccccc1 (stereo unspecified),1.99,i
Cc1cccc(NC(=O)c2ccc(CN3CCN(Cc4ccccc4)CC3)cc2)c1,-1.03,i
CCOc1ccc(C(C(=O)NC2CCCC2)N(C(=O)CNC(=O)c2ccco2)c2cccnc2)cc1 (stereo unspecified),1.5,i
Cc1ccc2nc(N3CCOCC3)c3nncn3c2c1,0.02,i
CN(CC(=O)Nc1ccc(F)cc1)C(=O)CN1C(=O)NC2(CCCc3ccccc32)C1=O (stereo unspecified),-1.5,i
Cc1nnc(SCC(=O)N/N=C/c2cc(Cl)c(O)c(Cl)c2)s1,1.68,i

A second format for 3 compounds above.
Order of values: Kir21 inh, KCNQ2 block
O=C(NCC1CCCO1)C(=O)NCC(c1ccco1)N1CCN(c2ccccc2F)CC1 (stereo unspecified)
→ -0.15, i
O=C1c2ccccc2S(=O)(=O)c2cc(C(=O)N3CCN(c4ncccn4)CC3)ccc21
→ -0.62, i
CCC[C@@H]1CCCO[C@@](C(=O)NCc2ccc(S(C)(=O)=O)cc2)(C(F)(F)F)C1
→ 0.06, i

(continued)
Structure,Kir21 inh,KCNQ2 block
O=C(Nc1ccccc1)OCN1C(=O)c2ccccc2C1=O,-0.86,i
CCOC(=O)N1CCN(C2=NC3(CCCCC3)C(C#N)C(=O)N2)CC1 (stereo unspecified),1.63,i
CCN(CC)CCCN(CC(=O)N(C)Cc1ccccc1)C(=O)c1ccc([N+](=O)[O-])cc1,0.06,i
COc1cc(CNC(=O)CCn2nc(C)c3c(C)n(-c4ccccc4)nc3c2=O)cc(OC)c1OC,-3.16,i
COc1ccc(CN(Cc2nc3ccccc3c(=O)[nH]2)C(=O)C(C)(C)C)cc1,0.09,i
Cc1ccccc1NS(=O)(=O)c1ccc(C(=O)NCC(c2ccccc2)N(C)C)cc1 (stereo unspecified),-0.51,i
CN(C)/C(=N\S(=O)(=O)c1ccc(Cl)cc1)c1ccc(F)cc1,-0.97,i
CCOC(=O)N=S(=O)(Oc1ccc([N+](=O)[O-])cc1)c1ccc(Cl)cc1 (stereo unspecified),-0.71,i
COc1cc(C2/C(=C(\O)c3ccc4c(c3)OCCO4)C(=O)C(=O)N2c2nnc(C)s2)cc(OC)c1OC (stereo unspecified),2.68,i
O=C(COC(=O)C1=COCCO1)Nc1c(F)cccc1F,1.03,i
COc1ccc(NC(=O)c2c(Cl)n(C)c3ccccc23)cc1,0.33,i
CN(C)C(=O)c1ccc2c(c1[N+](=O)[O-])C(=O)c1ccccc1C2=O,-0.12,i
CCc1c(C(=O)NN2C(=O)C3CCCCC3C2=O)csc1C (stereo unspecified),1.26,i
O=C(N/N=C/c1c(Nc2cccc(C(F)(F)F)c2)nc2ccccn2c1=O)c1ccccc1[N+](=O)[O-],0.83,i
N#Cc1ccccc1CSc1nc2ccsc2c(=O)n1Cc1ccccn1,-0.98,i
CCN(CC)C(=O)C1CCCN(Cc2ccc(N(C)C)cc2)C1 (stereo unspecified),0.15,i
O=C(N=c1ccn(-c2nc3ccccc3nc2NS(=O)(=O)c2ccc(Cl)cc2)cc1)c1cccs1,-0.31,i
COc1cc(CNc2cccc(F)c2)cc(Br)c1O,0.12,i
Cc1noc(NC(=O)c2ccccc2C(F)(F)F)c1C#N,0.37,i
CCCCCCc1c(O)c2ccccc2[nH]c1=O,2.3,i
Cc1n[nH]c(C)c1S(=O)(=O)N1CCCC(C(=O)NC2CCCCC2)C1 (stereo unspecified),1.5,i
CCCCCCCc1c(C#N)c(N)[nH]c(=S)c1C#N,0.1,i
CCCCOc1ccc(S(=O)(=O)Nc2cccnc2)cc1,1.27,i
COc1ccc(C(C(=O)NC2CCCC2)N(C(=O)c2ccoc2C)c2cc(C)cc(C)c2)cc1 (stereo unspecified),0.07,i
O=C(/C=C/c1c(Cl)nc2ccccn12)N1CCN(c2ccc(F)cc2)CC1,1.05,i
CS(=O)(=O)NNC(=O)c1cc2cc3ccccc3nc2s1,-2.34,i
COc1ccc(C(=O)C2CCCN(C(=O)c3cccnc3SC)C2)c(C)c1 (stereo unspecified),0.18,i
CCC1(C)Cc2nc3[nH]c(=S)n(-c4ccc(C)cc4)c(=O)c3cc2CO1 (stereo unspecified),-0.87,i
COc1ccccc1NC(=O)Cc1noc(CSc2nnc(C)s2)n1,-0.03,i
CCOC(=O)c1c(NC(=O)C2=C(C)NC(=S)NC2c2ccc(F)cc2)sc(C)c1C (stereo unspecified),-1.55,i
COc1ccc(CN2CCOC2=O)cc1OC,0.97,i
CC(=O)NC(=S)Nc1ccc(NC(=O)c2cccnc2Cl)cc1,-0.47,i
Cc1ccc(NC2=C(NCCO)C(=O)c3ccccc3C2=O)cc1,-0.99,i
O=C(CN1CCCCC1)Nc1ccc(S(=O)(=O)N2CCCCCC2)cc1,-1.18,i
CC(C)c1cc(CNC(=O)CCc2nnc(CCCCc3ccccc3)o2)on1,-1.25,i
O=C(CN1C(=O)/C(=C\c2ccc(F)cc2)Oc2ccccc21)N1CCN(c2ccccn2)CC1,0.27,i
CCCCCN(C(=O)CCC(=O)OCC(=O)c1cccc(OC)c1)c1c(N)n(CCCC)c(=O)[nH]c1=O,0.29,i
O=C(c1ccc2c(c1)OCO2)N1CCN(c2ccc(C(F)(F)F)cn2)CC1,1.44,i
O=C(N/N=C/c1ccc(F)cc1)c1ccccc1,1.45,i
Cc1nc2ccccc2n1CC(O)c1ccccc1 (stereo unspecified),0.55,i
O=CN1N=C(c2ccccc2)CC1c1ccccc1[N+](=O)[O-] (stereo unspecified),-0.03,i
C=CCNC(=O)c1ccccc1SCc1c(C)noc1C,-1.36,i
COc1ccc(N(CCC(=O)Nc2ccccc2F)S(=O)(=O)c2ccc(C)cc2C)cc1,0.29,i
O=C(NNC(=O)c1ccncc1)c1ccccc1,0,i
Cc1csc2nc(SCC(=O)N3CCN(c4ccccc4)CC3)[nH]c(=O)c12,-1.95,i
COc1ccc(NC(=O)CSc2nc(NS(=O)(=O)c3ccc(C)cc3)cc(=O)[nH]2)cc1,-1.38,i
COc1ccc(C[C@H]2CN3C(=NC[C@@H]3C(C)C)N2CCNC(=O)CCC2CCCCC2)cc1,-6.26*,i
CCCc1cc(C(=O)N2CCCC(Nc3ccc(C)c(C)c3)C2)n(C)n1 (stereo unspecified),0.03,i
O=C(CN(c1ccc(F)cc1)S(=O)(=O)c1ccc2c(c1)OCCO2)NCc1cccnc1,-1.47,i
O=[N+]([O-])c1cc(Br)c(O)c(C=Nc2ccc(N3CCOCC3)cc2)c1,1.81,i
O=C(COc1cccc2c1CCNC2=O)Nc1ccc(Cl)cc1,0,i
COCCNC(=O)C(c1ccc(OC)cc1)N(CCOC)C(=O)CCC(=O)Nc1nccs1 (stereo unspecified),0.16,i
Cc1ccc(N2CC(C(=O)Nc3ccc(S(=O)(=O)NCC4CCCO4)cc3)CC2=O)cc1 (stereo unspecified),0.53,i
COc1ccc(-c2ccc(/C=C3\C(=O)N(c4ccccc4)N=C3c3ccccc3)o2)c([N+](=O)[O-])c1,-1.13,i
O=C(Cc1ccccc1)N/N=C/C=C/c1ccccc1[N+](=O)[O-],1.8,i
Cc1cc2ncn(CC(O)COc3cccc(C(=O)O)c3)c2cc1C (stereo unspecified),1.72,i
CC(C)NC(=O)CSc1nc(Cc2cccs2)nc2ccccc12,-4.62*,i
O=C(N/N=C/c1ccc(N2CCCCC2)o1)C(O)(c1ccccc1)c1ccccc1,2.37,i
CC(=O)c1c(C)c2c(n1CCN(C)C)CCCC2,-0.68,i
Cc1onc(-c2c(F)cccc2Cl)c1C(=O)NNC(=O)C1CCN(Cc2ccccc2)CC1,2.08,i

Carrying on.
Structure,Kir21 inh,KCNQ2 block
CCN1C(=O)N[C@@H](CCc2ccccc2)[C@H](C(C)=O)[C@H]1C,-0.09,i
CC(C)NC(=O)C(=O)NCCN1CCN(C(=O)c2ccc(C(C)(C)C)cc2)CC1,0.65,i
CC1(C)Cc2ccccc2-c2nc(NN)[nH]c(=O)c21,-1.32,i
COc1ccc(NC(=O)Nc2nnc(CC(=O)NCc3ccccc3)s2)cc1,0.61,i
COc1ccc2[nH]c(C(=O)Nc3ccc(F)cc3Br)cc2c1,0.01,i
O=C1NC(c2ccc(Br)cc2)=N/C1=C/c1ccco1,0.32,i
O=C(CC(NC(=O)c1ccccc1Cl)c1ccccc1)NC1=NCCS1 (stereo unspecified),-2.55,i
CC(NC(=O)NC1CCCCC1)c1ccccc1 (stereo unspecified),0.55,i
C=CCNC(=O)C1CCN(S(=O)(=O)c2ccccc2)CC1,-0.22,i
